Bioassay records from PubChem.
Tau FP inhib: qHTS for Inhibitors of Tau Fibril Formation, Fluorescence Polarization; Potency, µM (doses to about 57.7 µM), for the others: top-dose activity, negative = inhibition, usual class: inhibitors; K18 P301L tau heparin fibrillization, Alexa594 FP, 6 h; Microtubule-associated protein tau (Homo sapiens), P10636; actives 0.39% (n = 280,000); note: % is set by controls: 0 for no effect and ±100 for the full control effect; nearly all actives have a fitted effect of over 55% in size
Target sequence (P10636 561-689 P618L limits assumed): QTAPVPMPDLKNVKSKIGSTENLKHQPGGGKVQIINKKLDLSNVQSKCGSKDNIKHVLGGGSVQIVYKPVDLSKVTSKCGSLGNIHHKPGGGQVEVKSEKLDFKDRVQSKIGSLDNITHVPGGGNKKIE
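Recombinant K18 P301L […], labeled with Alexa 594 at 0.24 uM over 15 uM unlabeled; heparin inducer 20 uM final; 37 C, 6 hr; FP endpoint.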
aGlu spleen mod: qHTS Assay for Inhibitors and Activators of Human alpha-Glucosidase From Spleen Homogenate; Lysosomal alpha-glucosidase (Homo sapiens), P10253; human spleen homogenate, 4-MU-alpha-glucoside fluorescence; Potency, µM (series often up to 79.9 µM), without a hit: at the highest dose activity change, negative = inhibition, actives largely listed as inhibitors; actives 0.006% (n = 240,000); AID 2112, 2009;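 note: 0% = enzyme with vehicle and -100% = no enzyme basal signal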
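AC50 values come from Hill-equation fits of concentration-response data, normalized to no-enzyme and full-activity controls. Enzyme source: 1 ug human spleen homogenate; 1 mM fluorogenic 4-MU glucoside, pH 5.0 citrate buffer, 37 C, 40 min.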
Tau fibril ThT: qHTS for Inhibitors of Tau Fibril Formation, Thioflavin T Binding; recombinant tau K18 P301L, heparin-induced fibrillization, ThT fluorescence; Potency, µM (top dose mostly 57.4 µM), without a hit: top-dose activity, negative = inhibition, usual class: inhibitors; actives 2.1% (n = 270,000); Microtubule-associated protein tau (Homo sapiens), P10636; note: % is set by controls: 0 for no effect and ±100 for the full control effect; nearly all actives have a fitted effect of over 55% in size
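Heparin-induced fibrillization of the P301L-mutant K18 repeat-domain fragment of human tau was followed by ThT binding in quantitative high-throughput format.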
aGal spleen mod: qHTS Assay for Inhibitors and Activators of Human alpha-Galactosidase From Spleen Homogenate. Alpha-galactosidase A (Homo sapiens), P06280. human spleen homogenate, 4MU-alpha-Gal fluorescence, 40 min. Potency, µM (doses to about 80 µM), without a hit: at the highest dose activity change, negative = inhibition, hits mostly inhibitors. actives 0.008% (n = 240,000). AID 2107, 2009;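 note: 0% = enzyme with vehicle and -100% = no enzyme basal signal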
Target sequence (P06280 32-429 limits assumed): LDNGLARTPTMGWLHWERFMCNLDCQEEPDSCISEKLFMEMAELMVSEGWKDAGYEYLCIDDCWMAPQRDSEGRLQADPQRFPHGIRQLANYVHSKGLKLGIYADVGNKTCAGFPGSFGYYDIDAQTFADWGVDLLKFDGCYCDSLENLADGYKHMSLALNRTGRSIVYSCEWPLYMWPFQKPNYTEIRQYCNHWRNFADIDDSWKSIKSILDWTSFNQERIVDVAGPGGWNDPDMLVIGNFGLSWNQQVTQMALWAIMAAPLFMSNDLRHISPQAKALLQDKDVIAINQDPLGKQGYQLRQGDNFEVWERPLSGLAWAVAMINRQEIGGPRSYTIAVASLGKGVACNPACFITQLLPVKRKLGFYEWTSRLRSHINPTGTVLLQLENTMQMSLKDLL
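Human spleen homogenate (1 ug) was the enzyme source, with 4-methylumbelliferyl-alpha-D-galactopyranoside (1 mM final) in pH 5.0 citrate buffer with 0.01% Tween-20. Compounds were titrated; after 40 min at 37C, NaOH/glycine stop, 4-MU fluorescence read; AC50 from Hill fits.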
GAA glycogen: qHTS Assay for Inhibitors and Activators of Human alpha-Glucosidase Cleavage of Glycogen | AID 2100, 2009 | recombinant GAA, glycogen substrate, Amplex Red glucose oxidase fluorescence | actives 0.38% (n = 300,000) | Potency, µM (highest dose often 76.4 µM), without a hit: top-dose activity change, negative = inhibition, usual class: inhibitors;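 note: 0% = full enzyme reaction and -100% = no-enzyme basal signal; the screen sought inhibitors and activators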
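Natural-substrate format: glycogen cleavage by 4 nM human enzyme, glucose read by Amplex Red coupling (Ex 573, Em 610 nm). Normalized to enzyme and no-enzyme controls.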
GAA inh: qHTS Assay for Inhibitors of Human alpha-Glucosidase as a Potential Chaperone Treatment of Pompe Disease; Lysosomal alpha-glucosidase (Homo sapiens), P10253; purified human GAA, 4-MU-alpha-glucoside fluorescence; Potency, µM (series often up to 76.9 µM), inactives show at the top dose activity change, negative = inhibition, usual class: inhibitors; actives 0.005% (n = 200,000);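 note: plate controls were uninhibited enzyme wells for no effect and no-enzyme background for full effect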
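Endpoint fluorogenic read: 20 min room-temperature reaction of 4 nM human alpha-glucosidase with 400 uM 4-methylumbelliferyl-alpha-D-pyranoside, pH 5.0, quenched with 1M NaOH/1M glycine pH 10. AC50 from Hill modeling.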
Tau fluor counter: Counterscreen qHTS for Inhibitors of Tau Fibril Formation, Fluorescence Polarization; tau K18 P301L Alexa594 fluorescence, heparin fibrillization; Potency, µM (titrated, usually from 57.7 µM), for inactives: at the highest dose activity change, negative = decrease; actives 0.93% (n = 280,000); note: % is set by controls: 0 for no effect and ±100 for the full control effect; nearly all actives have a fitted effect of over 55% in size
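Human tau K18 P301L (15 uM unlabeled, 0.24 uM Alexa 594-labeled) in 100 mM sodium acetate pH 7 with 20 uM heparin, 6 hr at 37 C. ThT 30 uM added, 1 hr ambient; Alexa 594 FP and total fluorescence read at 555/632 nm.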
HTT ATP protect: qHTS Multiplex Assay to Identify Dual Action Probes in a Cell Model of Huntington: Cytoprotection (ATP) | actives 0.14% (n = 230,000) | PC12 HTT-Q103 induced, cytoprotection, ATP luminescence, 40 h | Potency, µM (highest dose often 56.4 µM), for the others: cytoprotection (ATP increase), hits mostly activators;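 note: % of control where 0% means no effect; nearly all actives have a fitted effect of over 45% in size; toxic huntingtin expression switched on by the ecdysone agonist tebufenozide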
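Huntington model: PC12 line, ecdysone-inducible HTTQ103 exon1–GFP, tebufenozide 100 nM. Test articles in a dose series. Endpoint luminescence from cellular ATP.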
Numbers without * were called inactive; ? = inconclusive; . = no result given; & = joins results of further samples; [ ] = dose if it differs, or a comment. Calls come from the whole dose curve; as a rule, active = well fitted curve in the direction sought with a large enough effect; inconclusive = small, poorly fitted or top-dose-only effect, or another doubt; inactive = no such curve, though single readings can be large; an effect the other way counts as inactive or inconclusive. Potency is the fitted concentration of half-maximal effect.

Start of the data: the first 5 entries as a preview:
molecule | Tau FP inhib | aGlu spleen mod | Tau fibril ThT | aGal spleen mod | GAA glycogen | GAA inh | Tau fluor counter | HTT ATP protect
CC(=O)Nc1sc2c(c1C(c1cccc(Cl)c1)N1CCN(CCO)CC1)CCCC2 (stereo unspecified) | 1% | -1% | ? | 6% | 6% | -13% | -12% | -35%[inhibitor]
Cc1sc2nc(CN(Cc3cccs3)C(=O)C3CC3)[nH]c(=O)c2c1C | 1% | -1% | -10% | -2% | -15% | -6% | 0% | -12%
CCCNC(=O)C1CC(=O)N(c2ccc(OCC(=O)Nc3cccc(C)c3C)cc2)C1 (stereo unspecified) | -13% | -14% | -8% | 1% | -1% | 1% | -1% | 14%[10 µM]
O=C(O)C1CCC1C(=O)Nc1nc(-c2ccc(Cl)s2)cs1 (stereo unspecified) | 3% | 0% | -10% | 0% | 7% | 0% | -13% | 9%[10 µM]
Cc1cnc(C(=O)Nc2ccc(F)c(F)c2)cn1 | 7% | 3% | -9% | 7% | 8% | -7% | 0% | -5%[4.97 µM]

The whole of this part, from the first entry:
molecule | Tau FP inhib | aGlu spleen mod | Tau fibril ThT | aGal spleen mod | GAA glycogen | GAA inh | Tau fluor counter | HTT ATP protect
CC(=O)Nc1sc2c(c1C(c1cccc(Cl)c1)N1CCN(CCO)CC1)CCCC2 (stereo unspecified) | 1% | -1% | ? | 6% | 6% | -13% | -12% | -35%[inhibitor]
Cc1sc2nc(CN(Cc3cccs3)C(=O)C3CC3)[nH]c(=O)c2c1C | 1% | -1% | -10% | -2% | -15% | -6% | 0% | -12%
CCCNC(=O)C1CC(=O)N(c2ccc(OCC(=O)Nc3cccc(C)c3C)cc2)C1 (stereo unspecified) | -13% | -14% | -8% | 1% | -1% | 1% | -1% | 14%[10 µM]
O=C(O)C1CCC1C(=O)Nc1nc(-c2ccc(Cl)s2)cs1 (stereo unspecified) | 3% | 0% | -10% | 0% | 7% | 0% | -13% | 9%[10 µM]
Cc1cnc(C(=O)Nc2ccc(F)c(F)c2)cn1 | 7% | 3% | -9% | 7% | 8% | -7% | 0% | -5%[4.97 µM]
COc1cc(S(=O)(=O)N2CCCCC2)ccc1NC(=O)/C=C/c1ccccc1 | -15% | 0% | -7% | 4% | -8% | -11% | ? | 2%
O=C(/C=C/c1ccccc1)NNC(=O)c1cccc(Cl)c1 | -9% | -12% | -4% | 1% | 2% | 1% | -2% | -10%
Cn1ncc(Cl)c1C(=O)NCc1ccc(Cl)cc1 | -3% | 2% | 1% | -4% | -1% | -13% | -1% | 22%[10 µM]
COCCn1c(SCC(=O)Nc2ccc3c(c2)CCC3)nc2ccccc2c1=O | -12% | -3% | -7% | 1% | 10% | 5% | -20% | -4%[10 µM]
COc1ccc(CCNC(=O)CCCCn2c(=O)c3ccccc3n(Cc3cccc(C)c3)c2=O)cc1OC | 0% | . | ? | . | -4%[76.3 µM] | . | -19% | .
Cn1c(CSc2nc3ccccc3s2)nc2ccccc21 | 4% | 2% | ? | 10% | -6% | 5% | -11% | -20%[10 µM]
Cc1ncoc1C(=O)N1CCc2c([nH]c3ccccc23)C1C(C)(C)C (stereo unspecified) | -4% | -2% | -8% | -10% | -2% | 1% | -20% | 6%[10 µM]
Cc1ccc(C)c(N2CCN(CCCNC(=O)Cn3cccc3C(=O)c3ccccc3C)CC2)c1 | 1% | 6% | ? | -9% | 8% | -16% | -5% | -52%[inhibitor]
O=C1C2C3C=CC(CO)(O3)C2C(=O)N1c1ccc(-c2ccccc2)cc1 (stereo unspecified) | 3% | -2% | -15% | -2% | 9% | 6% | 16% | -40%[inhibitor]
O=C(NCc1csc(-c2cccs2)n1)Nc1cccc(Cl)c1 | ? | 1% | -13% | -8% | 6% | . | -29% | 6%[10 µM]
COc1ccc(Nc2cc(C)c3ccccc3n2)cc1 | 10% | 1% | ? | 7% | -8% | -3% | ? | -37%[inhibitor]
COc1ccc(OCc2nnc(SCC(=O)NCc3ccco3)o2)cc1 | 5% | 2% | 3% | 1% | -8% | -2% | 2% | -16%
COC(=O)C1=C(CS(=O)(=O)c2ccc(C)cc2C)NC(=O)NC1c1ccc(C)cc1 (stereo unspecified) | 5% | . | 0% | . | -8%[76.3 µM] | . | -3% | .
CC(C)CCNC(=O)CN(CCCN1CCOCC1)C(=O)Cn1nnc(-c2ccc(F)cc2)n1 | -5% | 0% | -2% | 0% | 3% | -3% | -3% | -13%
CC(C)(C)N1C(=O)[C@H]2[C@H]3[C@H](O)[C@H](O)C/C(=N/OCc4ccccc4)[C@@H]3CC[C@@H]2C1=O | 2%[11.6 µM] | -1%[17.4 µM] | 1%[11.5 µM] | -3%[17.5 µM] | . | . | -5%[11.6 µM] | -5%[10 µM]
CSc1nc2nc(C)cc(-c3ccccc3)n2n1 | -7% | -7% | 0% | -4% | 0% | 3% | -2% | 16%[10 µM]
O=C1CCC([N+](=O)[O-])C(c2ccc(Cl)cc2)N1 (stereo unspecified) | 1% | 0% | -1% | 0% | -14% | 2% | -2% | -2%
c1ccc(-c2nn[nH]n2)nc1 | 8% | 1% | . | -9% | 5% | . | 4% | 8%[10 µM]
O=C(O)CSCC(=O)Nc1ccccn1 | -5% | 5% | . | 4% | 2% | . | 18% | 6%[10 µM]
Cc1ccc(Cn2cc3c(n2)-c2c(oc(C(=O)Nc4ccc(F)cc4F)c2C)CC3)cc1 | -4% | . | 3% | . | -4%[76.3 µM] | . | -25% | .
CCNC(=O)c1c(C)nc2ccccn12 | -6% | -3% | -1% | 0% | 3% | -4% | 1% | -3%
COc1ccc2cc(C(=O)C3CCCN(Cc4cnc(C)s4)C3)ccc2c1 (stereo unspecified) | 1% | 2% | -8% | 13% | 12% | . | -8% | 24%[10 µM]
CCN(c1cccc(C)c1)S(=O)(=O)c1c(C)[nH]c(=O)[nH]c1=O | -7% | -2% | -8% | -1% | -5% | -14% | -14% | 2%
Cc1nnc(N2CCN(c3ccc(Cl)cc3)CC2)c2c1nnn2Cc1ccc(F)cc1 | 7% | . | -18% | . | -3%[76.3 µM] | . | -12% | .
CCNC(=O)c1ccc(CSc2ccc(Cl)cc2)cc1 | -8% | 1% | ? | -1% | 9% | 2% | -2% | .
CNCCCOc1ccc(Cl)cc1C(C)(C)C | 0% | -3% | -9% | 3% | -16% | 0% | -10% | -22%
CCOc1ccc(C(=O)CN2CCN(S(=O)(=O)c3ccc(Br)cc3)CC2)cc1 | -2% | 1% | ? | 3% | -4% | ? | -18% | 4%
c1ccc(-c2nnc(CN3CCN(c4ccccn4)CC3)o2)cc1 | -5% | . | -4% | . | 13%[76.3 µM] | . | -2% | .
Cc1ccn2cc(CNC(=O)c3ccc(Br)o3)nc2c1 | 6% | 4% | -10% | 3% | . | ? | -6% | -7%
O=C1NN(c2ccc(F)cc2)C(=O)/C1=C\C=C\c1ccco1 | ? | -2% | 13µM* | 8% | 2% | -24% | ? | .
Cc1cccn2c(=O)c(C=NCc3ccco3)c(Nc3ccc(SC(F)F)cc3)nc12 | -6% | -16% | -5% | -11% | 3% | 6% | -10% | 8%
CCn1c(Cc2ccccc2)nnc1SCC(=O)Nc1ccc(N2CCOCC2)c(Cl)c1 | 13% | 0% | -11% | 5% | -6% | 7% | -15% | -4%[10 µM]
CCCOc1ccc(C2C(C(=O)c3ccc(C)o3)=C(O)C(=O)N2CCN2CCOCC2)cc1OC (stereo unspecified) | ? | -2% | ? | 1% | -2% | -2% | -8% | -8%
COc1ccc(OC)c(NC(=O)CSc2nnc(Cn3c(=O)sc4ccccc43)n2C)c1 | 7% | -5% | -2% | 3% | 3% | ? | 2% | -3%[10 µM]
Cc1cccc(N2CCN(C(=O)N3CCCCC3)CC2)c1C | 3% | -3% | -12% | 2% | 5% | 0% | -3% | -41%[inhibitor]
COc1ccc2c(c1)nc(SCC(O)c1ccccc1)n2C (stereo unspecified) | 2% | -1% | -4% | -2% | 2% | 12% | 0% | .
Cc1ccc([N+](=O)[O-])c(OCCN2C(=O)NC(C)(C)C2=O)c1 | 5% | 1% | 13% | 7% | 10% | 5% | 6% | -35%
CC(C)CC(NC(=O)c1ccccc1NC(=O)c1ccccc1)C(=O)O (stereo unspecified) | 3% | -2% | -8% | 2% | 1% | -1% | -7% | -28%
O=C(N/N=C/c1c(O)ccc2ccccc12)c1ccc[n+](CCO)c1 | 5% | 4% | ? | 3% | -12% | -9% | -18% | -5%
Cc1cccc(C(C)C)c1NC(=O)CN(C)Cc1cccc(F)c1 | 8% | 2% | -1% | -2% | -3% | -10% | 4% | 28%[10 µM]
S=C(NCc1ccc(Cl)cc1)N1CCN(c2ccccn2)CC1 | -16% | -3% | 7% | -5% | 3% | 6% | -5% | -2%
Cc1ccc(S(=O)(=O)N[C@@H](Cc2ccccc2)C(=O)CCl)cc1 | ? | 1%&2%&-3% | ? | 3%&3%&4% | -1% | -7%[15.4 µM] | 2%&8%&-8% | ?
COc1ccc(CCNS(=O)(=O)c2cc(C(=O)O)c(Cl)cc2Cl)cc1 | -5% | 5% | 2% | -9% | -2% | 1% | 9% | -9%
Cc1cc(C)nc(/N=C/c2c(O)n(C)c(=O)n(C)c2=O)n1 | 1% | 4% | -7% | 3% | -1% | -2% | -4% | 3%[10 µM]
CCn1ncc(CNC(=O)CCCSc2nc(-c3ccco3)cc(C(F)(F)F)n2)c1C | -1% | -3% | ? | 0% | 1% | -10% | -7% | 0%[1.9 µM]
CCCS(=O)(=O)c1c(S(=O)(=O)CCC)c2cc(-c3ccncc3)ccn2c1C(=O)OC | 3% | 29% | -9% | ? | -19% | ? | -9% | -35%[10 µM]
O=C1NCCN1Cc1ccc(Cl)cc1 | -1% | 6% | -8% | -1% | 9% | -5% | -11% | 7%

Rows were taken by chance, and some 3.3% of all compounds hit somewhere here.
